Source: PubChem
SMARCA2 activ = activators of SMARCA2 function. actives 1% (n = 370,000). MG213 cells, MMTV-luciferase reporter, dexamethasone, overnight. activation, % at 9.1 µM; in the data active means activation above about 7.8%;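 further: 0% = vehicle wells and 100% = reference activator wells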
PG9 Ab binder = PG9 antibody binding by small molecule; AID 624416; actives 0.43% (n = 360,000); TR-FRET gp120-PG9 antibody binding; inhibition, % at 6.7 µM; in the data active means inhibition above about 8.5%
GC-A act = GC-A (human) enzyme activation; P16066; HEK293 GC-A cells, cGMP TR-FRET, EC30 ANP; 0% at EC30 ANP, 100% saturating ANP; activation, % at 10 µM; actives 0.14% (n = 370,000); in the data active means activation above about 40%
DAX1 inh-1 = NR0B1 (DAX1) inhibition. inhibition, % at 6.75 µM. actives 0.99% (n = 340,000). AID 504766. HEK293 Gal4-DAX1 luciferase reporter, luminescence;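 active means inhibition above the mean over all tested compounds plus 3 SD, cut at about 4.2% in these data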;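 further: 0% = DAX1-transfected cells with DMSO and 100% = empty-vector control cells with DMSO; inhibition shows as a rise in luminescence from relieved DAX1 repression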
Target sequence (P51843 207-470 limits assumed): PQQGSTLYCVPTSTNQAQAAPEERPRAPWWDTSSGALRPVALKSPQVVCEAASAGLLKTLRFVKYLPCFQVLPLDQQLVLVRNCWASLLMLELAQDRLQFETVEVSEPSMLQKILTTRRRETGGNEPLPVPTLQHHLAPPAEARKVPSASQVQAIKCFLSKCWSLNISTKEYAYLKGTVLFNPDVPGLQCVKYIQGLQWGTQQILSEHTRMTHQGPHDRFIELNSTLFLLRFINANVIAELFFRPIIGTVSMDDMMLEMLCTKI
DAX1 inh-2 = inhibitors of DAX1 repression of SF-1 activated StAR promoter. actives 1.1% (n = 370,000). HEK293T StAR-luciferase reporter, SF-1/DAX-1 repression relief. inhibition, % at 6.8 µM. AID 652010;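 active means inhibition above the mean over all tested compounds plus 3 SD, cut at about 3.6% in these data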;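 further: 0% = DAX-1 cells with DMSO and 100% = cells lacking DAX-1 with DMSO; higher inhibition means more luminescence from relief of DAX-1 repression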
FXN GAA850 act = activators of GAA850 frataxin (FXN) promoter; HEK293 lucGAA850 FXN promoter luciferase reporter, 24 h; percent of 10 µM SAHA response; activation, % at 6 µM; actives 0.56% (n = 360,000); AID 540364;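 active means activation above the average of all compounds screened plus 3 SD, cutoff fixed separately per campaign, cut at about 7.5% in these data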;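 further: 0% = DMSO wells and 100% = 10 µM SAHA wells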
hcDAF-12 act = activators of H. contortus DAF-12 nuclear receptor. HEK293 hcDAF-12 lit1-tk-luc reporter, luminescence; 0% DMSO, 100% Δ7-dafachronic acid. activation, % at 6.8 µM. actives 1.4% (n = 370,000);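 active means activation above the mean of all tested compounds plus 3 SD, cut at about 5.5% in these data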;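 further: 100% = response to 3 µM Δ7-dafachronic acid high control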
hgDAF12 agonist = activates the H. glycines DAF-12 receptor ligand-binding domain; AID 687014; actives 1.8% (n = 370,000); activation, % at 6.8 µM; HEK293 GAL4-hgDAF12 UAS-luciferase reporter, agonist luminescence; normalized to butyrate control;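 active means activation above a cutoff set at the mean of all screened compounds plus 3 SD, cut at about 10% in these data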;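 further: 0% = DMSO wells and 100% = sodium butyrate wells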
ssDAF-12 act = activates DAF-12 receptor from parasite S. stercoralis | AID 652126 | activation, % at 6.8 µM | actives 1% (n = 370,000) | HEK293 ssDAF-12/GRIP1 lit1-tk-luc reporter, luminescence; % of 3 µM dafachronic acid response;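 active means activation above the mean over all tested compounds plus 3 SD, cut at about 0.9% in these data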;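 further: 0% = DMSO-only wells and 100% = 3 µM delta7-dafachronic acid wells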
ADAM10 inh = inhibits human ADAM10. O14672. actives 0.62% (n = 370,000). inhibition, % at 7 µM. recombinant ADAM10, EDANS/DABCYL FRET peptide cleavage, 3 h;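 active means inhibition above a per-campaign cutoff equal to the mean of compounds falling between control-based bounds plus 3 SD, cut at about 20% in these data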;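 further: 0% = DMSO wells while the 100% control is not disclosed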
Target sequence (O14672 214-748 limits assumed): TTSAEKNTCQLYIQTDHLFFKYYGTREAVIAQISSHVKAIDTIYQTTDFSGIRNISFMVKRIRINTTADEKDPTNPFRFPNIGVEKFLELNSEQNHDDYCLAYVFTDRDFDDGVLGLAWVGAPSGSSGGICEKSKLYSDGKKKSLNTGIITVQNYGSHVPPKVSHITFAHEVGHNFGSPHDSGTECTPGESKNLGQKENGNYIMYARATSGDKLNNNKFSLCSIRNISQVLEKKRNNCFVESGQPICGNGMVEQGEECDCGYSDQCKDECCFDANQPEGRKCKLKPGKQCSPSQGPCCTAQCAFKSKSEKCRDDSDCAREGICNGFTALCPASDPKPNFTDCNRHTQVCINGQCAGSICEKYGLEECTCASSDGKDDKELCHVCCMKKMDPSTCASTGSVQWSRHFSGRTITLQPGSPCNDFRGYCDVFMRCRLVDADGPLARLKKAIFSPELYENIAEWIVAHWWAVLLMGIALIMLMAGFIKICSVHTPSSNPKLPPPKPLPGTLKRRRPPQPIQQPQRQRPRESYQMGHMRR
ADAM17 inh = inhibits human ADAM17; P78536; inhibition, % at 6.95 µM; recombinant ADAM17, EDANS/DABCYL FRET peptide cleavage; actives 0.83% (n = 370,000); AID 720648;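 active means inhibition above the mean of compounds lying between control limits plus 3 SD, set per campaign, cut at about 8.5% in these data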;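 further: 0% = DMSO-only wells as the low control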
Active calls of the source: *; · = not tested or not shown; & = joins results of further samples.

SMILES	SMARCA2 activ	PG9 Ab binder	GC-A act	DAX1 inh-1	DAX1 inh-2	FXN GAA850 act	hcDAF-12 act	hgDAF12 agonist	ssDAF-12 act	ADAM10 inh	ADAM17 inh
O=C(O)c1ccc(CNS(=O)(=O)c2ccc(Oc3ccccc3Cl)cc2)cc1	-3	-1.2	1	0.0	0.4	0.2	-2.7	-1.2	-1.3	8	1
COCCNC(=O)C1(C)CCN(C(=O)c2sc(-c3ccccc3)nc2C)C1 (stereo not given)	-3	-2.5	1	·	0.5	0.8	-0.5	1.5	-0.7	10	5
Cc1ccc2c(COC(=O)CNC(=O)c3ccccc3)cc(=O)oc2c1	3	1.2	-1	0.9	-0.1	0.9	-1.3	3.6	-0.2	-12	-4
CCSC1=N/C(=C\c2cccc(F)c2)C(=O)S1	-2	-0.5	1	-1.5	0.1	-2.3	1.1	-0.6	-0.1	-6	0
Cc1cc(C)n(C2CC(=O)N(c3cccc(Cl)c3)C2=O)n1 (stereo not given)	-2	-0.4	0	-0.9	0.1	1.1	-0.9	-0.4	-0.3	5	0
Cc1noc(C)c1S(=O)(=O)N(C)C[C@H]1Oc2ccc(NS(=O)(=O)c3ccccc3)cc2C(=O)N([C@H](C)CO)C[C@@H]1C	0	-0.9	1	0.3	0.1	1.4	0.1	1.1	-0.5	-4	-5
CC(Oc1ccc(Cl)cc1Cl)C(=O)NC1=NN(c2ccccc2)C(=O)C1 (stereo not given)	-1	-0.4	-2	1.6	0.1	1.3	-1.1	-0.1	-1.0	1	3
CCc1ccc(CCC(=O)Nc2ccccc2C(=O)O)o1	0	2.9	-5	1.1	0.4	6.0	1.3	5.2	-0.7	-8	-5
CCN(C(=O)CSc1nnc(-c2ccc(OC(F)F)cc2)n1N)C1CCS(=O)(=O)C1 (stereo not given)	0	0.3	2	2.3	-0.5	0.7	-0.9	-0.1	-0.6	1	-3
C[C@H]1CN([C@@H](C)CO)C(=O)CCCn2cc(nn2)CO[C@@H]1CN(C)S(=O)(=O)c1cccc(C#N)c1	3	0.1	1	-0.3	-1.2	-0.5	0.0	0.1	-1.4	0	0
O=C(Nc1ccc(Cl)cn1)c1cccc(S(=O)(=O)N2CCOCC2)c1	2	-1.2	-4	0.2	-0.1	-0.5	-1.6	3.6	-0.8	4	0
COc1ccccc1OCCOCCOc1ccccc1Cl	-3	0.6	-3	-1.2	-0.9	1.9	-2.5	3.0	-1.8	-3	-3
CC(C)COP(=O)(OCC(C)C)C(O)c1ccc2c(c1)OCO2 (stereo not given)	-3	2.0	-6	0.1	-0.1	2.0	0.2	1.0	-1.2	-4	-19
COc1cc2c(cc1O)C(CSC)Cc1cc3c(cc1N(C)CC2)OCO3 (stereo not given)	-7	-0.1	-8	3.0	-1.2	0.4	-0.5	2.7	-1.2	3	-3
CCNC(=O)C1CCCN(C(=O)c2cccc3ccccc23)CC1 (stereo not given)	-2	0.3	-2	·	-0.5	0.8	-1.3	1.2	-0.5	4	0
CCN(CC)S(=O)(=O)c1ccc(C(=O)Nc2cc(C)cc(C)c2)cc1	-3	1.4	-4	-1.8	-0.5	-0.3	-3.0	-1.1	-1.4	6	3
Cc1cc(N2CCN(c3ccccn3)CC2)n2cc(-c3ccccc3)nc2n1	-1	1.2	-4	-0.4	-1.9	-0.5	-1.5	-2.8	-2.1	-148	-38
Cc1cc(C)c(S(=O)(=O)c2cc(F)ccc2C)c(=O)[nH]1	0	-1.1	2	-0.2	0.1	-0.2	-0.9	0.5	-0.6	-13	-6
CCNCc1cc(Br)c(OCC(=O)Nc2ccccc2)c(OC)c1	-1	0.6	7	-1.1	1.7	-0.7	-0.7	-1.0	-0.8	6	0
COCCCn1c(=O)/c(=C\c2ccccc2OC(F)F)s/c1=C(/C#N)C(N)=O	-2	-2.1	6	0.1	-0.6	5.7	-0.1	1.9	-0.6	-1	-5
CC(=O)C1=C(C)NC(=O)CC1c1ccc(Br)cc1 (stereo not given)	-5	-1.6	1	-0.5	0.0	0.5	-2.5	-2.6	-1.0	0	-1
O=C(O)c1cccc(NC(=O)c2cccc(S(=O)(=O)N3CCCCC3)c2)c1	2	-1.9	4	-2.1	0.9	1.4	1.8	1.0	-0.9	-1	0
Cc1cc(C(F)(F)F)n2nc(-c3sccc3-n3cccc3)cc2n1	0	-1.3	-12	0.3	-0.1	2.4	-0.6	8.0	0.9	-1	-1
O=C(Nc1nc(-c2ccccc2)cs1)c1ccc(=O)[nH]c1	0	0.3	3	0.7	1.5	4.4	2.4	-0.7	-0.7	10	-4
COc1cccc(C(c2c(NC(=O)c3ccco3)sc(C)c2C)N2CCOCC2)c1 (stereo not given)	-3	1.6	-23	0.1	-3.0	-8.2	-2.5	-2.8	-2.2	-6	-1
O=C(O)C1C2CCC(C2)C1C(=O)Nc1cccc([N+](=O)[O-])c1 (stereo not given)	0	-2.3	-1	-0.7	-0.3	0.7	-1.3	0.6	-0.9	3	-2
Cc1c(Cl)cccc1NCC(=O)NN=C1CCCC1	-3	1.3	-3	3.1	0.8	1.2	-0.2	-2.4	-0.6	-16	-8
CCC(c1nnnn1-c1c(C)cccc1C)N1CCCN(Cc2ccc(F)cc2)CC1 (stereo not given)	-4	-0.1	-3	·	-0.9	·	1.3	0.5	-1.1	-1	-2
COC(=O)C1=CN(c2c(C)cc(C)cc2C)C(N)=C(C#N)C1c1cccc(F)c1 (stereo not given)	1	-0.2	-1	·	0.6	·	0.4	1.6	-1.7	-5	-1
C[C@@H]1CNC(=O)c2c(C(=O)Nc3ccc(CNC(=O)OC(C)(C)C)cc3)ncn21	-2	-0.5	2	-3.2	-2.6	-0.1	-2.2	-3.8	-1.7	1	2
O=C(CCc1nnc2ccc(N3CCCC3)nn12)Nc1ccc(F)c(F)c1	-3	-0.8	-3	-0.1	0.2	0.0	-1.4	-0.9	-1.7	-7	-2
COc1ccc(/C=C/C(=O)c2cccc(-n3cnnn3)c2)cc1O	-3	-0.8	4	-1.0	0.3	-1.4	-1.8	0.3	-0.9	-7	-2
O=C(CN1C(=O)/C(=C/c2ccccc2)SC1=S)Nc1cccnc1	1	-2.4	-19	-1.1	-0.1	2.2	0.3	-2.7	-1.5	5	1
CN1CCN(NC(=O)c2cc(Br)ccc2Cl)CC1	-2	-2.9	-3	-0.1	-0.1	1.9	-0.7	-1.3	-0.5	-6	-6
COc1ccc2c(c1)SC(C)CC2=O (stereo not given)	-3	-0.5	1	0.4	-0.2	1.3	-1.4	0.3	-1.4	-60	-17
Cc1cc(C)nc(SCC(=O)Nn2cnnc2)n1	-1	-0.8	2	2.0	-0.1	1.3	-0.8	0.2	-1.3	-3	0
Cc1cccc(-n2cc(-c3ccccc3)c3c(=O)[nH]cnc32)c1	-2	0.0	0	-1.1	-0.5	8.9*	-3.3	-4.7	-1.1	-3	1
COc1ccc(CCN(C)Cc2c(O)ccc3ccccc23)cc1OC	1	-2.0	-10	-0.2	0.2	0.1	2.5	1.0	-0.1	-31	-14
N#C/C(=C/c1ccc(N2CCCCC2)o1)C(=O)NCCc1c[nH]c2ccccc12	-4	-3.4	5	-0.6	-0.9	-0.2	-2.7	-2.6	-1.1	16	15*
COc1ccc(NC(=O)c2ccc3nc[nH]c3c2)c(OC)c1	0	-0.4	-5	1.3	0.5	-1.5	1.1	-1.2	-1.4	0	-5
OCCN1CCN(CCOc2cccc(Cl)c2)CC1	0	-1.9	0	-1.5	-0.2	0.1	0.1	-0.1	-1.6	3	0
O=C(COC(=O)c1cccc2c1C(=O)c1ccccc1C2=O)NC1CCCCC1	1	-1.2	6	1.5	-1.1	2.5	-3.4	-1.5	-1.2	-9	-4
OCCOCCN1CCN(C2=Nc3ccccc3Sc3ccccc32)CC1	-3&-5	-3.6&0.2	-4&-6	0.6&-0.2	0.8&0.4	1.1&-1.8	-1.3&-2.3	-1.7&-0.3	-1.3&-1.1	-9&13	-6&-2
COc1ccc(OC)c(NC(=O)CCCSc2ccccc2)c1	-1	-0.3	-3	-0.2	-0.3	0.8	-1.9	-0.6	-1.6	9	-3
COc1cc(SC)ccc1C(=O)Nc1ccc2c(c1)OCCO2	3	0.1	·	0.2	4.7*	0.7	8.2*	14*	0.8	-7	-5
COc1ccc(-n2cnc3ccccc3c2=O)c([N+](=O)[O-])c1	4	-2.0	2	0.5	-0.4	1.2	1.2	0.9	-0.2	7	0
COc1ccccc1CN(C)C(=O)c1ccc(COc2ccccc2)cc1	-3	-2.8	1	2.2	-0.6	-1.1	-0.6	-0.9	-1.4	5	6
CC(C)c1ccc2[nH]c(O)c(N=NC(=O)c3ccc(CSc4nncn4C)cc3)c2c1	-2	-3.0	-3	2.7	-0.3	3.2	3.1	1.0	-1.0	0	2
O=C(Cc1cccs1)Nc1cccc(-c2nc3ccccc3[nH]2)c1	2	-1.7	5	1.2	0.9	0.5	1.5	2.3	-1.7	-8	-2
Cc1ccccc1-c1noc(CCC(=O)NCC2CCCO2)n1 (stereo not given)	-5	-2.3	0	-0.8	0.6	-0.7	1.4	2.0	-1.5	-1	4
CC1(c2ccccc2)NC(=O)N(CC(=O)Nc2nc(-c3ccccn3)cs2)C1=O (stereo not given)	1	2.0	2	-0.8	-0.4	0.7	2.5	0.2	-0.3	-18	-5
COc1cc2cc(C)c(SCC(=O)N3CCOCC3)nc2cc1OC	1	-0.5	-9	-0.2	-0.3	1.4	-1.1	-0.8	-0.9	-2	-5
CC(C)Oc1cc(NC(=O)CS(=O)CC(=O)Nc2cccc(C(F)(F)F)c2)c(Cl)cc1Cl (stereo not given)	-2	-0.8	·	-0.8	0.5	-2.1	-0.1	-0.9	-1.0	18	9.2*
Nc1nc(SCc2ccc3c(c2)OCCO3)n[nH]1	1	-1.8	6	0.3	-0.5	2.7	0.0	1.7	-0.8	-9	-2
COc1ccccc1CCNC(=O)C(=O)NCC1OCCN1S(=O)(=O)c1ccc(Br)cc1 (stereo not given)	0	1.4	6	-0.1	0.5	1.8	0.5	-1.4	-0.8	10	0
CC(C)N1CCC(N2CCN(CC#Cc3ccccc3)CC2CCO)CC1 (stereo not given)	0	0.3	0	0.7	0.8	1.1	-2.1	-1.5	-0.5	-8	-14
CCOC(=O)c1sc2ccc(S(=O)(=O)N3CCOCC3)cc2c1N	-2	-0.6	0	-1.1	-0.4	-0.3	-0.8	-1.3	-2.1	-37	-10
NS(=O)(=O)c1ccc(NC(=O)/C=C/c2ccc3c(c2)OCO3)cc1	1	0.4	1	-1.5	2.3	2.7	-1.4	-0.9	-1.2	-380	-110
O=C(NNC(=S)NC(=O)c1cccc([N+](=O)[O-])c1)c1ccc(Br)cc1	1	-1.0	-4	-0.6	0.3	1.0	-1.9	-0.6	-1.0	11	2
CCCc1cc(=O)[nH]c(SCc2cc(Cl)ccc2OC(F)F)n1	-3	-0.1	-7	0.8	-0.7	3.2	-1.6	-2.7	-1.0	10	1
